# EP2 mod = EP2 receptor (human) modulation. P43116. EP2-expressing cells, cAMP HTRF FRET, PGE2 co-stimulation. induction, % at 25 µM. actives 0.83% (n = 260,000);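 active means compounds whose cAMP rise, as percent of the full-agonist control response, exceeds 60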;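 further: rat C6 glioma line stably carrying human EP2 under a CMV promoter; the protocol text gives 20 µM as final concentration; 100% = response of wells given 1 µM PGE2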
# Target sequence (P43116 whole entry, looked up): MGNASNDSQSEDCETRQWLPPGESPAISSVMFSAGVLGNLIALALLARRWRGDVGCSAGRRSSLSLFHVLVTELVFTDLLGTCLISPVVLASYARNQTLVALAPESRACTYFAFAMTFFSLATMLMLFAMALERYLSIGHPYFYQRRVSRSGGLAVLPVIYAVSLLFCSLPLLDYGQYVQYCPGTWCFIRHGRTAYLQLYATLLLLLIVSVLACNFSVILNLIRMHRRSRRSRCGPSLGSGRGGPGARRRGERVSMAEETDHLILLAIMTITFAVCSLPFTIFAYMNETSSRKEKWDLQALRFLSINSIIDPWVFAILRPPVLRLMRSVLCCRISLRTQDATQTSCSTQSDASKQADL
# PERK inhibitor = human PERK inhibition, primary cell-based screen. Q9NZJ5. CHO PERK-DD fusion, SEAP luminescence translation reporter. inhibition, % at 5.6 µM. actives 0.17% (n = 220,000);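 active means inhibition above the mean inhibition of all tested compounds plus 3 SD, set separately per screening campaign, cut at about 2.9% in these data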;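 further: PERK kinase domain activated by AP20187 dimerizer at 100 nM; 0% = DMSO with dimerizer and 100% = rapamycin at 8.4 µM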
# m-calpain inh = inhibitors of pig calpain II; purified calpain II, fluorogenic peptide substrate, 30 min; AID 1236; inhibition, % at 16 µM; actives 0.37% (n = 220,000);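 active means inhibition above about 50%, limit read from the data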
# S1P4 agonist = human S1P4 receptor agonism; O95977; actives 0.35% (n = 220,000); AID 1509; S1P4-expressing cell line, agonist reporter assay; activation, % at 4.98 µM; in the data active means activation above about 11%;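 further: 0% = DMSO vehicle and 100% = reference agonist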
# Ba/F3 V617F tox = reduce viability of Ba/F3 cells dependent on JAK2V617F; Ba/F3 EpoR-JAK2V617F viability, ATP luminescence; inhibition, % at 5.6 µM; actives 1.1% (n = 220,000); AID 1446;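 active means inhibition above the campaign mean plus 3 SD over all tested compounds, cut at about 24% in these data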;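 further: cytokine-independent growth of Ba/F3 cells driven by EpoR plus mutant JAK2; 0% = DMSO-treated cells and 100% = JAK inhibitor I control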
# zfTRPN1 agonist = activates the zebrafish TRPN1 channel | HEK293 zebrafish TRPN1-YFP, Fluo-8 calcium fluorescence; 100% = response to 87 µM carbachol | activation, % at 3 µM | actives 0.18% (n = 220,000);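 active means activation above its plate's cutoff, the mean activation of test wells on that plate plus 3 SD, cut at about 19% in these data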;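 further: 0% = DMSO alone and 100% = 87 µM carbachol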
#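 Control set: carbachol 87 µM as high control, DMSO as low control; system: HEK293 stable line with zebrafish TRPN1-YFP; read-out: % activation versus carbachol response; detection: intracellular calcium fluorescence with Fluo-8; doses: single test compound dose, 3 µM nominal, 0.3% DMSO; schedule: dye 1 h 37 °C plus 30 min RT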
# BaF3 parental = parental Ba/F3 viability inhibition as JAK2V617F counter-screen | CellTiter-Glo ATP luminescence | inhibition, % at 5.6 µM | actives 1.1% (n = 220,000) | AID 1486;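 active means inhibition above a per-campaign cutoff, the mean inhibition of all tested compounds plus 3 SD, cut at about 27% in these data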;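 further: 0% = DMSO wells and 100% = JAK Inhibitor I control wells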
# TRPML3 agonist = agonists of human TRPML3 channel | Q8TDD5 | HEK293 TRPML3-YFP, Fluo-8 calcium fluorescence; 100% = the carbachol control signal | activation, % at 3 µM | actives 0.29% (n = 220,000) | AID 1448;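 active means activation above its plate's cutoff, the mean activation of the plate's test wells plus 3 SD, cut at about 12% in these data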;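 further: 0% = DMSO only wells and 100% = carbachol wells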
# Target sequence (Q8TDD5 whole entry, looked up): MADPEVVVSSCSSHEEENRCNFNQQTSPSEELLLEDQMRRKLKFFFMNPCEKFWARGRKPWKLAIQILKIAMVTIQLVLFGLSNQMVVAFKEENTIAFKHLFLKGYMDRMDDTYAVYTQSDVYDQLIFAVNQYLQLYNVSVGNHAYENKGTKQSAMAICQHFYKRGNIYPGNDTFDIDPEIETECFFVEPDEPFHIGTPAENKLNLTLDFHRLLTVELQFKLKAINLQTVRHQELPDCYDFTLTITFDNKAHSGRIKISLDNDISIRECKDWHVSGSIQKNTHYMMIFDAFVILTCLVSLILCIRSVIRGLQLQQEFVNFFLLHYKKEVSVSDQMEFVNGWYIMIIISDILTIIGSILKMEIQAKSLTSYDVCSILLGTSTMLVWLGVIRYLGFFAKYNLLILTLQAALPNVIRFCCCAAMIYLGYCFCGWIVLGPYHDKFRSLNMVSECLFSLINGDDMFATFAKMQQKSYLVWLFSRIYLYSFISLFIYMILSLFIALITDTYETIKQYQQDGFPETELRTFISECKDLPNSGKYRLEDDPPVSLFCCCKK
#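 Test system: HEK293 cells stably carrying human TRPML3-YFP; Doses: single dose, 3 µM final nominal compound, 0.3% DMSO final; Schedule: dye loading 1 h 37 °C then 30 min ambient, 125 s read; Technique: Fluo-8 calcium fluorescence; Benchmarks: high control carbachol 87 µM, low control DMSO.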
# S1P4 antag = blocks the human S1P4 receptor; O95977; S1P4-expressing cells, antagonist mode, reporter read-out; inhibition, % at 4.98 µM; actives 0.26% (n = 220,000); AID 1510; in the data active means inhibition above about 29%;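 further: 0% = wells stimulated with agonist and 100% = vehicle wells without agonist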
# Starred values were filed as active, the others as inactive; i = inactive; . = no result given; & = joins results of further samples.
SMILES,EP2 mod,PERK inhibitor,m-calpain inh,S1P4 agonist,Ba/F3 V617F tox,zfTRPN1 agonist,BaF3 parental,TRPML3 agonist,S1P4 antag
COCCN(Cc1ccccc1)C(=S)Nc1ccc(OC(F)F)cc1,-35,-0.3,20,-1.3,1,-0.5,1,-0.2,-13
O=C(Nc1cccc2ccccc12)NC1CCS(=O)(=O)C1 (configuration not stated),-22,1.7,-13,-1.3,-4,-0.1,1,0.1,-6
c1ccc(COC2CCCN(Cc3nc(Cc4ccccc4)no3)C2)cc1 (configuration not stated),-14,1.4,23,-1.4,-3,-0.1,-2,-0.1,-15
CNC(=S)N/N=C(\C)c1ccc(Cl)c(Cl)c1,-20,0.1,14,0.0,2,-1.1,8,-0.5,-29
Oc1nc(Nc2ccc(Cl)cc2Cl)sc1/C=C1\C=Nc2ccccc21,-14,0.8,-45,1.6,-1,0.1,4,0.6,1
CCOC(=O)CSc1n[nH]c(NC(=O)c2ccc(F)cc2)n1,16,1.2,-8,-0.1,-2,1.1,8,0.2,-17
COc1ccc(NC(=O)c2ccsc2NC(C)=O)cc1,-24,0.0,-21,2.5,-2,-0.7,5,-0.8,-15
COc1ccccc1N(CCC#N)C(=O)CSc1ccc2c(c1)OCCO2,22,-1.3,0,2.2,5,1.7,7,0.0,6
COc1ccc(CNc2ncnc3c2[nH]c2cc(OC)c(OC)cc23)cc1,-36,-0.5,-17,1.1,-4,4.1,-1,2.9,-6
N#C/C(=C/c1ccncc1)c1nc2ccccc2s1,-97,0.1,15,1.3,2,34*,4,19*,8
CC1(c2cnc(Nc3ccccc3)s2)CCC(=O)O1 (configuration not stated),-9,0.8,-1,-3.9,-1,2.2,4,0.7,-8
CCOc1ccc(Cn2ccnc2CCl)cc1[N+](=O)[O-],7,1.1,15,-1.0,4,-0.7,3,0.2,4
COc1ccc(-n2c(=O)c3ccccc3n(CC(=O)c3ccccc3)c2=O)cc1OC,12,0.2,-10,1.1,-2,1.7,-1,0.7,-15
COc1ccc(CCNc2cn[nH]c(=O)c2Cl)cc1OC,7&16,1.0,-25,1.3,-5,0.6,-2,-0.1,-14
COC(=O)c1ccc(NC(=S)NC2CCc3ccccc32)cc1 (configuration not stated),-69,-0.6,5,-1.2,1,1.5,6,3.4,4
Cc1nn(Cc2ccc(C(=O)Nc3ccc(Br)c4cccnc34)o2)c(C)c1Br,.,0.7,.,-1.9,-4,-1.6,0,1.1,-9
Cc1cc(C(=O)N/N=C/c2cccnc2)n[nH]1,-21,2.7,10,2.6,1,0.3,0,1.1,-2
O=C(Nc1nnc(C2CC2)s1)c1cc(-c2ccccc2)nn1-c1ccccc1,33,-0.9,-216,0.0,5,-0.6,6,0.5,-18
CN(C)Cc1ccccc1Sc1ccccc1Br,33,0.9,3,-0.1,-1,1.1,2,1.0,2
O=C(NCC1(c2ccccc2)CCCC1)c1ccco1,11,0.5,-4,-2.5,-5,-0.6,0,-0.1,1
Cc1cc2cc(CNC(=O)Nc3ccccc3)ccc2[nH]1,-24,-0.2,7,1.8,-3,0.1,1,-0.8,-13
COc1ccccc1N1CCN(CC(=O)N2CCCC2)CC1,27,-0.4,18,-0.6,-3,-0.8,3,0.1,5
CSc1ccc(-c2nc3cnccn3c2Nc2ccc3c(c2)OCO3)cc1,-66,-0.5,-17,2.2,0,-1.5,7,-0.5,2
CC1(C)C2CCC1(C)C(NC1=NCCC1)C2 (configuration not stated),10,0.4,12,2.2,4,-0.5,4,0.1,-1

# Brought forward from above: three entries, then new ones.
SMILES,EP2 mod,PERK inhibitor,m-calpain inh,S1P4 agonist,Ba/F3 V617F tox,zfTRPN1 agonist,BaF3 parental,TRPML3 agonist,S1P4 antag
COc1ccccc1N1CCN(CC(=O)N2CCCC2)CC1,27,-0.4,18,-0.6,-3,-0.8,3,0.1,5
CSc1ccc(-c2nc3cnccn3c2Nc2ccc3c(c2)OCO3)cc1,-66,-0.5,-17,2.2,0,-1.5,7,-0.5,2
CC1(C)C2CCC1(C)C(NC1=NCCC1)C2 (configuration not stated),10,0.4,12,2.2,4,-0.5,4,0.1,-1
CCOc1ccccc1NC(=O)CCn1c(=O)oc2ccccc21,13,-0.6,-25,-1.8,0,-0.7,-1,0.7,-15
COc1ccc(OCCCC(=O)Nc2ccc3c(c2)OCCO3)cc1,-30,-0.4,-18,2.2,-4,-0.7,6,-0.7,11
O=S(=O)(NCCn1ccc2ccccc21)c1ccccc1,-7,0.3,-23,-2.0,-4,0.3,2,-0.4,-6
O=C(O)CC(NC(=O)Cc1ccc(Cl)cc1)c1ccco1 (configuration not stated),-9,0.9,-10,0.1,0,2.5,3,0.5,-3
C=CCOC(=O)C1=C(C)NC(=O)NC1C1CC=CCC1 (configuration not stated),8,1.8,-37,-0.1,0,1.2,6,0.7,-1
Cc1ccc(Nc2nc(-c3ccc(S(=O)(=O)N4CCOCC4)cc3)cs2)cc1,.,0.3,.,1.7,-3,-0.2,6,0.2,-12
Cn1nnnc1SCc1cccc2ccccc12,32,-0.5,-16,-0.2,1,-1.8,1,-0.2,-7
CCOc1ccc(N(Cc2ccc(OC)c(OC)c2)C(=O)c2ccco2)cc1,0,-1.6,33,3.9,2,-1.6,5,-0.1,-4
O=C(NCc1ccccc1Cl)C1CCN(S(=O)(=O)N2CCCCC2)CC1,0,-0.1,11,-2.2,-1,3.1,10,1.0,5
CC(C)(C)C1CCc2c(sc(NC(=O)C3CCCO3)c2C(N)=O)C1 (configuration not stated),4,0.1,25,0.3,-1,-3.2,-2,-0.2,-6
Cc1cccc(NC(=O)COC(=O)Cc2c[nH]c3ccccc23)c1C,-32,0.0,3,-0.6,-5,0.3,0,0.0,-11
O=C(NCC1CCCO1)C(c1ccc(F)cc1)N(CCCN1CCOCC1)C(=O)c1ccc(-c2ccccc2)[nH]1 (configuration not stated),1,0.8,-24,-1.1,0,0.1,4,1.1,8
c1ccc(Nc2ncnc3c2oc2ccccc23)cc1,-12,-0.7,19,2.0,-3,-2.2,6,-1.0,-3
CC(C)(C)NC(=O)CN(C(=O)C1CSC(=O)C1)c1ccccc1F (configuration not stated),9,0.1,1,-1.9,-1,0.9,3,0.7,14
C=CCNC(=O)COc1ccccc1C#N,18,-0.1,19,-1.6,3,0.2,2,-0.9,3
N#CC1=C(N)Oc2n[nH]c(-c3cccnc3)c2C1c1ccc([N+](=O)[O-])o1 (configuration not stated),14,-0.1,8,-0.8,2,1.0,3,0.9,5
CCN(CC)CCCNC(=O)CSc1nc(C)cc(C)n1,-16,0.8,-3,-0.7,-3,1.1,-2,-0.4,-9
CCOC(=O)c1ccc(Nc2ncnc3c2cnn3C)cc1,-11,-0.3,-20,0.5,2,0.9,8,0.0,-8
Cc1cc(C)c(C#N)c(SCCS(=O)(=O)Cc2ccc(Cl)cc2)n1,16,0.5,17,-0.3,2,-1.3,5,0.1,-5
COc1cc(C(=O)O)ccc1OCc1c(C)noc1C,1,0.2,-24,0.8,-3,-0.4,2,0.5,-3
Cc1cc(C)nc(SCC(=O)Nc2ccc(S(=O)(=O)NC(C)(C)C)cc2)n1,3,-0.8,14,-0.6,-1,1.2,5,1.3,-14
CCC(OC(=O)c1cccs1)C(=O)NCc1ccco1 (configuration not stated),8,0.7,-1,-1.3,-5,-0.5,-1,-0.1,-11
CCOc1ccc(CCNC(=O)C2CCN(S(=O)(=O)CC)CC2)cc1OCC,11,-0.3,6,1.9,-2,0.4,0,-0.3,-10
CN(N)C(=S)Nc1ccc(F)cc1,5,1.0,-7,1.2,0,0.9,5,0.8,4
O=P(c1ccccc1)(c1ccccc1)C1CCCO1 (configuration not stated),23,0.9,-36,0.3,-2,0.2,1,-0.2,3
O=C(COC(=O)c1ccccc1S(=O)(=O)N1CCCCC1)NCC(F)(F)F,3,0.0,-19,-0.5,-1,-0.8,5,-0.3,-6
COc1ccc(-c2nn(-c3ccccc3)cc2/C=C(\C#N)S(=O)(=O)c2ccccc2)cc1OC,34,-1.3,i,0.0,3,-0.8,4,0.0,-30
Cc1cc(=O)[nH]c(COc2ccccc2)n1,14,1.0,14,-0.9,0,1.3,5,1.0,2
O=C(CN1CCN(Cc2ccccc2Cl)C1=O)NCc1ccccn1,-7,-1.8,-5,0.0,-3,2.0,-1,0.3,5
Cc1ccc(/C=N/NC(=O)CC(=O)NCc2cccnc2)cc1,-23,0.3,-8,0.1,2,-0.5,4,0.9,-22
O=C1NN(c2ccccc2)C(=O)/C1=C\c1cccn1-c1ccc(Cl)c([N+](=O)[O-])c1,-14,-0.3,2,1.2,1,0.4,8,0.5,6
COc1ccc(NC(=S)Nc2ccc3nsnc3c2)cc1,-95,0.3,2,0.7,-1,3.4,1,0.8,-3

# Filtered by structure: the entries above containing a tert-butyl group.
SMILES,EP2 mod,PERK inhibitor,m-calpain inh,S1P4 agonist,Ba/F3 V617F tox,zfTRPN1 agonist,BaF3 parental,TRPML3 agonist,S1P4 antag
CC(C)(C)C1CCc2c(sc(NC(=O)C3CCCO3)c2C(N)=O)C1 (configuration not stated),4,0.1,25,0.3,-1,-3.2,-2,-0.2,-6
CC(C)(C)NC(=O)CN(C(=O)C1CSC(=O)C1)c1ccccc1F (configuration not stated),9,0.1,1,-1.9,-1,0.9,3,0.7,14
Cc1cc(C)nc(SCC(=O)Nc2ccc(S(=O)(=O)NC(C)(C)C)cc2)n1,3,-0.8,14,-0.6,-1,1.2,5,1.3,-14

# One compound at a time (already shown). Screens in order: EP2 mod	PERK inhibitor	m-calpain inh	S1P4 agonist	Ba/F3 V617F tox	zfTRPN1 agonist	BaF3 parental	TRPML3 agonist	S1P4 antag
# Shown for CC1(c2cnc(Nc3ccccc3)s2)CCC(=O)O1 (configuration not stated) = -9	0.8	-1	-3.9	-1	2.2	4	0.7	-8
# Shown for CCC(OC(=O)c1cccs1)C(=O)NCc1ccco1 (configuration not stated) = 8	0.7	-1	-1.3	-5	-0.5	-1	-0.1	-11

# Four entries from above, ordered by SMILES length, low to high:
SMILES,EP2 mod,PERK inhibitor,m-calpain inh,S1P4 agonist,Ba/F3 V617F tox,zfTRPN1 agonist,BaF3 parental,TRPML3 agonist,S1P4 antag
Cc1cc(=O)[nH]c(COc2ccccc2)n1,14,1.0,14,-0.9,0,1.3,5,1.0,2
O=P(c1ccccc1)(c1ccccc1)C1CCCO1 (configuration not stated),23,0.9,-36,0.3,-2,0.2,1,-0.2,3
Cc1ccc(/C=N/NC(=O)CC(=O)NCc2cccnc2)cc1,-23,0.3,-8,0.1,2,-0.5,4,0.9,-22
O=C(COC(=O)c1ccccc1S(=O)(=O)N1CCCCC1)NCC(F)(F)F,3,0.0,-19,-0.5,-1,-0.8,5,-0.3,-6

# Bioassay records from PubChem BioAssay.
